High-throughput results as filed in PubChem.
PI4K2A block: inhibitors of human PI4K2A | purified PI4K2A, ADP-Glo luminescence, 1 h; hits give low values | 420,000 compounds, 0.13% hits | activity change, negative = inhibition, % at 76.9 µM | AID 1346378; in the data active = activity change below about -50%; inconclusive = mostly about -30% to -49%;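 note: -100% = wells without enzyme as full effect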
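ADP-Glo luminescence measured ADP generated by PI4K2A enzyme (4 ug/mL before mixing) with 1.2 mM PI substrate (pre-mix) and 300 microM ATP (pre-mix). Tris pH7.5 buffer with MgCl2, Triton X-100; 1 h reaction at ambient temperature.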
BAZ2B inh: inhibitors of human BAZ2B bromodomain; 360,000 compounds, 4.4% hits; AID 504333; Q9UIF8; Potency, µM (doses to about 114 µM), without a hit: at the top dose activity change, negative = inhibition, actives largely listed as inhibitors; AlphaScreen BAZ2B-H3K14Ac peptide displacement; note: potency is the fitted concentration of half-maximal effect; % is set by controls: 0 for no effect and ±100 for the full control effect; nearly all actives have a fitted effect of over 60% in size
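AlphaScreen displacement: compounds (up to 110uM) incubated 30 min at room temperature with a preformed 50 nM BAZ2B/50 nM biotinylated H3K14Ac peptide complex in PBS pH 7.4 with Tween-20. Donor and acceptor beads at 10 ug/mL final added, 20 min light-protected before reading.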
GLS inhibitor: blocks human kidney-isoform glutaminase activity; O94925; GLS enzymatic activity, qHTS titration; Potency, µM (highest dose often 45.5 µM), for inactives: at the top dose activity change, negative = inhibition, most hits filed as inhibitors; 410,000 compounds, 0.21% hits; AID 624170; note: potency is the fitted concentration of half-maximal effect; % is set by controls: 0 for no effect and ±100 for the full control effect
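hKGA; 45 mM KH2PO4 pH 8.2 + 0.02% Tween-20; cpd via pin tool; 1 mM Gln soln; GluOx/HRP/Amplex Red; RT 30 min; fluor. t0 & final.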
JMJD2A Tudor: inhibitors of human JMJD2A Tudor domain. O75164. AlphaScreen JMJD2A-Tudor / H3K4me3 peptide binding. Potency, µM (doses to about 114 µM), without a hit: top-dose activity change, negative = inhibition, hits mostly inhibitors. 390,000 compounds, 4.4% hits. AID 504339; note: potency is the fitted concentration of half-maximal effect; % is set by controls: 0 for no effect and ±100 for the full control effect; nearly all actives have a fitted effect of over 50% in size
HP1b chromo inh: blocks HP1-beta chromodomain binding to methylated histone tails; P83916; AlphaScreen HP1-beta / biotin-H3K9me3 peptide binding; Potency, µM (highest dose often 114 µM), inactives show at the top dose activity change, negative = inhibition, most hits filed as inhibitors; 390,000 compounds, 0.56% hits; AID 540317; note: potency is the fitted concentration of half-maximal effect; nearly all actives have a fitted effect of over 70% in size; inactives centre near 23
Target sequence (P83916 whole entry, looked up): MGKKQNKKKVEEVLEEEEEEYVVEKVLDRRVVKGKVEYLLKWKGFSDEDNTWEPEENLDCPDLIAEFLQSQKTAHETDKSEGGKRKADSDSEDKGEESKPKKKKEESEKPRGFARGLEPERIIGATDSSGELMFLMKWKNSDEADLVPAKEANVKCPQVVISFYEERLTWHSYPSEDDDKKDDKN
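AlphaScreen: HP1-beta (50 nM) preformed 30 min with biotin-H3(1-18)K9me3 peptide (50 nM) in PBS pH 7.4, 0.01% Tween-20. Compound added for 30 min at RT, then streptavidin donor/nickel chelate acceptor beads (10 ug/mL) for 30 min.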
POLH inh: inhibitors of human DNA polymerase eta; Q9Y253; 390,000 compounds, 1.2% hits; recombinant Pol eta, fluorescent DNA replication assay; Potency, µM (titrated, usually from 114 µM), for inactives: top-dose activity change, negative = inhibition, usual class: inhibitors; note: potency is the fitted concentration of half-maximal effect; % is set by controls: 0 for no effect and ±100 for the full control effect
Target sequence (Q9Y253 whole entry, looked up): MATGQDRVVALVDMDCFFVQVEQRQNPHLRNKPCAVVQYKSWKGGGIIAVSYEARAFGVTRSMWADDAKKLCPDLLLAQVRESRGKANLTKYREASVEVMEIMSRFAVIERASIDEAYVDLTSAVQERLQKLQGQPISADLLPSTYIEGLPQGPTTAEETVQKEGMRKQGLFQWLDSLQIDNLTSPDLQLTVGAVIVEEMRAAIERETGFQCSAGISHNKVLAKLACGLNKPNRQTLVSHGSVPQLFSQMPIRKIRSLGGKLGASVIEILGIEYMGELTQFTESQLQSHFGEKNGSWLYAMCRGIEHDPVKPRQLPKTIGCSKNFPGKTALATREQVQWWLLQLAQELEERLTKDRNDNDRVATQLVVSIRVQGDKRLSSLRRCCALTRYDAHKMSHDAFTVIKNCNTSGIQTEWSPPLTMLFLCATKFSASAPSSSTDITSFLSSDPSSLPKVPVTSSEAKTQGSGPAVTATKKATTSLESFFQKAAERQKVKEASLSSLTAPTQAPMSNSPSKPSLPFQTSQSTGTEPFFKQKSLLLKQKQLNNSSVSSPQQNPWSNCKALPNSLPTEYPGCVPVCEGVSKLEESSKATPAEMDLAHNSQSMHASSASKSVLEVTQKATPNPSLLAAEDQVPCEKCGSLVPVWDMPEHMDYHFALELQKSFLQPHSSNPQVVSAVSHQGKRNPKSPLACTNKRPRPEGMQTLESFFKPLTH
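Fluorescent replication assay: 50 nM final substrate added after a 15 min room-temperature compound preincubation with 10 nM enzyme. Signal taken at 0 min and again at 10 min.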
G9a block: G9a (human) methyltransferase inhibition. Q96KQ7. G9a H3K9 monomethylation, AlphaScreen, 2 h. Potency, µM (top dose mostly 102 µM), inactives show top-dose activity, negative = inhibition, usual class: inhibitors. 350,000 compounds, 8.8% hits. AID 504332; note: potency is the fitted concentration of half-maximal effect; % is set by controls: 0 for no effect and ±100 for the full control effect; nearly all actives have a fitted effect of over 75% in size
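Enzyme 20 nM + cpd, 15 min RT; add b-H3K9 pep 500 nM / SAM 20 uM; 2 h RT; anti-H3K9me1 Ab 0.5 ug/mL + SA donor / anti-rabbit acceptor beads 20 ug/mL each, 10 min; AlphaScreen read.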
Pin1 inhibitor: inhibitors of human Pin1. Pin1 FP peptide displacement, HiFluor488, 10 min. Potency, µM (titrated, usually from 115 µM), for the others: at the top dose activity, negative = inhibition, usual class: inhibitors. 390,000 compounds, 0.009% hits; active = well fitted inhibition curve with a large enough effect in the polarisation, with a control signal flat, not every such curve was filed as active; inconclusive = small, poorly fitted or top-dose-only effect, or effect the other way, or a change in a side signal; inactive = no such curve, though single readings can be large or run the other way; the % refers to the polarisation; note: potency is the fitted concentration of half-maximal effect; % is set by controls: 0 for no effect and ±100 for the full control effect
Target sequence (Q13526 whole entry, looked up): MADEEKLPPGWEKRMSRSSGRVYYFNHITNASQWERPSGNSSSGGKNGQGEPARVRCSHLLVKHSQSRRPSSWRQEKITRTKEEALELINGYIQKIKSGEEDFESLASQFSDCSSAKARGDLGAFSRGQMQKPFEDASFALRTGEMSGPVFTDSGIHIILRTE
Tb PGK inh: inhibitors of T. brucei phosphoglycerate kinase; P07378; PGK/GAPDH coupled, Kinase-Glo luminescence, 60 min; Potency, µM (series often up to 57.5 µM), for the others: at the highest dose activity change, negative = inhibition, most hits filed as inhibitors; 380,000 compounds, 0.043% hits; note: potency is the fitted concentration of half-maximal effect; % is set by controls: 0 for no effect and ±100 for the full control effect; nearly all actives have a fitted effect of over 60% in size
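Recombinant glycosomal PGK reaction used 1,3-bisphosphoglycerate generated in-well by GAPDH (100nM final) in 100mM TEA pH 7.6, 5mM MgCl2, 0.01% Tween-20. After 60 minutes at room temperature, ATP was read by Kinase-Glo Plus luminescence end-point.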
An asterisk follows results filed as active; i = inactive; ? = inconclusive; / = not tested or not shown; [ ] = another dose, or the depositor's remark. Unless noted, calls come from the whole dose curve; as a rule, active = well fitted curve in the direction sought with a large enough effect; inconclusive = small, poorly fitted or top-dose-only effect, or another doubt; inactive = no such curve, though single readings can be large; an effect the other way counts as inactive or inconclusive.

Start of the listing, in advance:
SMILES	PI4K2A block	BAZ2B inh	GLS inhibitor	JMJD2A Tudor	HP1b chromo inh	POLH inh	G9a block	Pin1 inhibitor	Tb PGK inh
O=C(N/N=C/c1cccc([N+](=O)[O-])c1)c1c[nH]c2ccccc12	13	-13%	-1%	-19%	24%	-7%	1%	-4%	i
c1cc2c3c(cccc3c1)NC1(CCCC1)N2	-20	/	?	?	-16%	-15%	/	-5%	-11%
Cc1[nH]n(-c2ccccc2)c(=O)c1C(=O)Nc1ccccc1	-2	-1%	15%	-15%	-2%	-14%	-17%	-11%	i

Main list, repeating the preview:
SMILES	PI4K2A block	BAZ2B inh	GLS inhibitor	JMJD2A Tudor	HP1b chromo inh	POLH inh	G9a block	Pin1 inhibitor	Tb PGK inh
O=C(N/N=C/c1cccc([N+](=O)[O-])c1)c1c[nH]c2ccccc12	13	-13%	-1%	-19%	24%	-7%	1%	-4%	i
c1cc2c3c(cccc3c1)NC1(CCCC1)N2	-20	/	?	?	-16%	-15%	/	-5%	-11%
Cc1[nH]n(-c2ccccc2)c(=O)c1C(=O)Nc1ccccc1	-2	-1%	15%	-15%	-2%	-14%	-17%	-11%	i
Cc1ccc2c(C(=O)CN3CCCC(C)C3)c(C)[nH]c2c1 (stereo not given)	5	4%	-3%	-4%	69%[activator]	-18%	8%	5%	-2%
COc1ccccc1CNC(=S)NC1CCCCC1	-2	-23%	-8%	-15%	21%	4%	-3%	?	-4%
CCC(=O)N1CCN(c2ccc(NC(=O)c3ccc(N4CCOCC4)c([N+](=O)[O-])c3)cc2)CC1	0	-24%	-1%	-30%	8%	-22%	-1%	-7%	-9%
O=C(NNc1nc2c(F)cccc2s1)c1ccc(F)cc1	3	-1%	-2%	-17%	29%	-13%	-42%	-6%	i
CCN1C(C(=O)c2ccccc2)=C(OC(=O)C(C)C)c2ccccc2S1(=O)=O	32	-26%	-4%	-29%	29%	-19%	-16%[59 µM]	-5%	-1%
CCOC(=O)c1ccc(NC(=O)c2c(NCc3cc(OC)ccc3OC)sc3c2CCC3)cc1	-6	-13%	-1%	-20%	29%	-2%	5µM*	41%[activator]	-3%
Oc1ccccc1C=NC1CCCCC1N=Cc1ccccc1O (stereo not given)	1	?	6%	-17%	47%[activator]	-9%	30%	-6%	-3%
CC(C)(CNC(=O)c1cccc(S(=O)(=O)N2CCCCC2)c1)N1CCOCC1	1	/	-1%	/	/	-3%	/	/	4%
O=C(COc1ccc(-n2ccnc2)cc1)Nc1cccc(Cl)c1	0	/	1%	-27%	34%	-25%	-9%	2%	i
COc1cccc(C(=O)Nc2ccccc2C(=O)NC2CC2)c1	-1	-15%	0%	1%	34%	-12%	21%	3%	i
CC(=O)N1c2ccc(S(=O)(=O)NCC3CCC(C(=O)Nc4ccc(C)c(C)c4)CC3)cc2CC1C (stereo not given)	3	-15%	-11%	9%	19%	-25%	-1%[59 µM]	12%	-3%
COc1ccc(/C=N/OCC(=O)NC(c2ccccc2)c2ccccc2)c(OC)c1	3	-1%	0%	-10%	27%	-15%	-1%[59 µM]	4%	-4%
O=C(CCCn1c(=O)[nH]c2cc(Cl)ccc2c1=O)N1CCN(c2ccc([N+](=O)[O-])cc2)CC1	5	4%	-5%	-5%	40%[activator]	4%	20%[59 µM]	?	0%
CN(C(=O)COC(=O)CNC(=O)C1CCCCC1)c1ccccc1	-1	0%	-3%	-6%	33%[activator]	-10%	6%[59 µM]	0%	4%
CC(=O)c1ccc(Nc2ccc(-c3ccccc3C)nn2)cc1	-3	79µM*	13%	-32%	10%	-1%	/	2%	3%
Cc1cccc(C)c1NC(=O)CNC(=O)CCC(=O)N1CCOCC1	-3	-2%	0%	-3%	8%	-12%	-16%	-12%	i
Cc1cc(C)n(Cc2ccccc2)c(=O)c1S(=O)(=O)c1ccccc1	9	4%	2%	-7%	14%	-13%	55%[activator][59 µM]	-7%	1%
Clc1ccc(-c2nnc(N3CCOCC3)o2)cc1	1	-4%	1%	-14%	-4%	-4%	?	-2%	-5%
CC(=O)Nc1nc2c(ccc3ccccc32)s1	-1	?	-1%	-25%	12%	4%	20%	6%	-4%
Cc1ccc(C2=NOC(C)(c3nnc(-c4ccncc4)o3)C2)cc1 (stereo not given)	-1	/	0%	-10%	26%	-6%	/	0%	2%
O=C(C[n+]1cc(Br)cc2ccccc21)c1ccccc1	-4	?	19%	?	8%	2%	45µM*	?	-3%
CC(=O)N1c2ccc(S(=O)(=O)N3CCCCC3)cc2CC1C(=O)NCc1ccccc1C (stereo not given)	3	-25%	-15%	-8%	28%	-11%	-39%	0%	-13%
Cc1ccccc1C(=O)NNC(=O)C1CC(=O)N(c2ccc3c(c2)OCCO3)C1 (stereo not given)	-1	-1%	3%	1%	22%	-20%	41%[12.7 µM]	-3%	-3%
CN(C)c1cccc(C(=O)OCC(=O)NC(=O)NCc2ccccc2)c1	2	/	12%	-15%	8%[57 µM]	-15%	/	-2%	-3%
N/C(Cc1cccs1)=N\OC(=O)COc1ccc(Br)cc1	5	239%[activator]	9%	157%[activator]	273%[activator]	-20%	90%[activator][59 µM]	-3%	-5%
O=C(COC(=O)/C=C/c1ccco1)NCCN1C(=O)CSC1=O	-1	/	-12%	-8%[11.4 µM]	-16%	50µM*	/	-12%	-14%
Cc1ccccc1CSCC(=O)NNC(=S)NCC1CCCO1 (stereo not given)	0	-4%	19%	-22%	25%	-11%	4%	?	-4%
COc1ccc(NC(=O)CS(=O)CC(=O)Nc2ccc(NC(C)=O)cc2)cc1 (stereo not given)	-2	12%	-9%	-4%	17%	8%	9%[59 µM]	-1%	-4%
CCOC(=O)C1=C(C)NC(C)=C(C(=O)OCC)C1c1ccc(Br)o1	0	1%	16%	-1%	27%	?	5%[59 µM]	-1%	0%
O=C(COC(=O)CNC(=O)c1ccc(Cl)cc1Cl)NNC(=O)c1ccccc1	1	-12%	0%	-5%	45%[activator]	-10%	-21%[59 µM]	0%	5%
Cc1sc2ncnc(N3CCN(CCOc4ccc(Cl)cc4)CC3)c2c1C	4	-10%	-2%	-30%	?	-14%	-6%[59 µM]	0%	0%
CCOC(=O)c1c(C)oc2nc(C)nc(NCC3CCN(Cc4cc(C)ccc4C)CC3)c12	1	6%[57.1 µM]	-16%	-25%	23%	-8%	2%[59 µM]	3%	-2%
CC(=O)NS(=O)(=O)c1cccnc1Nc1cccc(Cl)c1	-1	-3%	12%	-2%	21%	-16%	-24%[2.33 µM]	-1%	-6%
CC1(C)CC(NC(=O)C23CCC(C)(C(=O)C2=O)C3(C)C)CC(C)(C)N1 (stereo not given)	3	-3%	1%	-13%	20%	-1%	0%[59 µM]	1%	i
O=C(COc1ccccc1)N1CCCCCCC1	-2	2%	-2%	-13%	21%	2%	/	0%	-1%
Cn1nc(C(F)(F)F)c(-c2ccc(F)cc2)c1NC(=O)c1cccnc1	-6	-8%	0%	-21%	18%	-9%	-14%	1%	-2%
COCCCNc1ncnc2c1cnn2-c1ccc(F)cc1	-3	-2%	-11%	1%	10%	-14%	16%[59 µM]	-11%	11%
COc1ccc(-c2cc(-c3ccccc3)nc3c2COc2ccccc2-3)cc1	-4	-1%	17%	11%	27%	-19%	30%[59 µM]	-1%	-8%
NNC(=O)c1ncoc1-c1ccc(Cl)cc1	1	-14%	8%	1%	48%[activator]	-6%	32%[59 µM]	-19%	0%
COc1ccc(NC(=O)O[C@@H](C)[C@@H]2CN3CCc4c([nH]c5ccc(-c6ccc(OC)cc6)cc45)[C@@H]3C[C@@H]2N(C)C(=O)Nc2ccc(OC)cc2)cc1	3	/	-9%	/	/	-2%	/	/	-9%
CCCc1cc(C(=O)N2CCC(N3CCC(C(=O)NC(C)C)CC3)CC2)n(C)n1	3	3%	-24%	-10%	32%	-16%	9%	0%	2%
O=C(CS(=O)(=O)Cc1ccccc1)N1CCc2ccccc2C1	-2	-5%	2%	-15%	33%	2%	?	4%	9%
Cc1cn([C@H]2C[C@H](O)[C@@H](CNCc3ccc(F)c(N4CCOCC4)c3)O2)c(=O)[nH]c1=O	3	/	-8%	/	/	-26%	/	/	-6%
COc1ccc(OC)c(C(=O)COC(=O)c2[nH]c(C)c(C(C)=O)c2C)c1	0	6%	2%	-16%	21%	-18%	3%	3%	i
O=C(CSc1nnc(-c2ccccc2)c(-c2ccccc2)n1)Nc1ncc(Cl)cc1Cl	4	?	7%	-13%	9%	-3%	14µM*	5%	-1%
Cc1ccc2c(c1)Sc1ccccc1CC2=O	-4	169%[activator]	9%	114%[activator]	176%[activator]	-1%	114%[activator][59 µM]	-5%	-2%
O=c1n(Cc2ccc(Cl)cc2)c2ccccc2c2nc(-c3ccccc3)nn12	-2	-5%	-16%	-2%	39%[activator]	-17%	-6%[59 µM]	-1%	0%
C#CC(CC)(CC)NC(=O)Nc1ccccc1C(=O)OC	-3	-1%	2%	-4%	18%	-16%	-4%	4%	-7%
Cc1ccc(C(=O)NC(C(=O)Nc2cccc(S(N)(=O)=O)c2)C(C)C)cc1 (stereo not given)	-4	2%	-1%	-12%	-6%	-8%	10%	0%	-5%
Nc1c(N=O)c(=O)[nH]c(=O)n1-c1ccccc1	-6	/	-6%	50µM*	-17%	-16%	/	-1%	i
CCOC(=O)CN(C(=O)CNC(=O)c1cccs1)C(C(=O)NC1CCCC1)c1ccncc1 (stereo not given)	7	-7%	-1%	3%	58%[activator]	-21%	11%	6%	6%

Some of the compounds tested; count on the stated rates, not on these rows.
